Compound activity (PubChem)
Hep lipid drop: hepatic lipid droplet formation modulation; AML12 mouse hepatocytes, oleate lipid droplets, BODIPY imaging; inhibition, % at 6.5 µM; 0.4% of 240,000 active;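 active = lipid droplet intensity inhibited by at least 50%, with more than 500 cells counted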
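Test system: AML12 hepatocytes (mouse); reagent: oleate loading, 100 µM; dosing: one dose, 6.5 µM compound; incubation: overnight exposure; signal: fluorescence imaging, 20x objective, two fields per well; read-out basis: % inhibition of corrected integrated BODIPY droplet signal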
Hep lipid drop cells 6.5 µM: recorded beside Hep lipid drop, whose call it bears; cell count; measured here: cell count, cytotoxicity flag;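 cells counted across two imaged fields per well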
* marks the source's active call; other numbers are inactive results.

SMILES | Hep lipid drop | Hep lipid drop cells 6.5 µM
CCCc1nn2c(=O)cc(CSCC(=O)Nc3ccc(F)cc3)nc2s1 | -2 | 789
COc1ccccc1Cn1c(=S)[nH]c2cc(C(=O)N3CCCC3)ccc2c1=O | -2 | 693
COc1ccc(NC(=O)c2ccccc2NC(=O)c2ccccc2C(=O)O)c(OC)c1 | 0 | 800
O=C(NC1CC2CCCC(C1)N2C(=S)Nc1ccc(Cl)cc1)C1CC1 (stereo not given) | 2 | 786
COc1ccccc1CNS(=O)(=O)c1cccs1 | -1 | 771
COCCN(C(=O)CCC(=O)Nc1ccccn1)C(C(=O)NCCC(C)C)c1ccc(C)cc1 (stereo not given) | -15 | 778
O=C(N/N=C/c1ccc(O)cc1O)C(=O)N/N=C/c1ccc(O)cc1O | -1 | 841
CC(C)(C)c1ccc(C(=O)NCCc2ccccc2)cc1 | -16 | 820

Part of the list above in order of count of non-hydrogen atoms, descending:
SMILES | Hep lipid drop | Hep lipid drop cells 6.5 µM
O=C(N/N=C/c1ccc(O)cc1O)C(=O)N/N=C/c1ccc(O)cc1O | -1 | 841
O=C(NC1CC2CCCC(C1)N2C(=S)Nc1ccc(Cl)cc1)C1CC1 (stereo not given) | 2 | 786
COc1ccccc1CNS(=O)(=O)c1cccs1 | -1 | 771

Next part
SMILES | Hep lipid drop | Hep lipid drop cells 6.5 µM
CCn1cc(S(=O)(=O)c2ccc(OC)cc2)c(=O)c2cc(F)c(N3CCN(C)CC3)cc21 | -16 | 757
S=c1[nH]nc(-c2ccc(Cl)cc2Cl)n1-c1ccccc1 | 0 | 827
O=C1Cc2cc(S(=O)(=O)NCc3ccccc3Cl)cc3c2N1CCC3 | -1 | 702
Cc1nc2ccccn2c1-c1csc(Nc2ccc(C(=O)O)cc2)n1 | -24 | 537
Cc1cc(C(=O)Nc2ccccc2C(=O)O)oc1C | 0 | 787
O=C(Nc1ccnn1C1CCN(Cc2cccc(F)c2F)CC1)C1CCCC1 | -2 | 648
Cn1cc(S(=O)(=O)N2CCCC2)cc1C(=O)N1CCN(c2ccccc2)CC1 | -1 | 815
CCC(=O)N1CCN=C1SCc1c(F)cccc1Cl | 12 | 673

Carrying on.
SMILES | Hep lipid drop | Hep lipid drop cells 6.5 µM
Cc1ncc(CO)c(/C=N/Nc2ccc(C(F)(F)F)cn2)c1O | -15 | 585
CCOC(=O)C1=C(N)Oc2cc(O)ccc2C1c1ccc(F)cc1F (stereo not given) | -8 | 790
CCOc1ccc(C)cc1S(=O)(=O)n1cnc2ccccc21 | -16 | 895
O=C1[C@H]2[C@@H](c3ccc(Cl)cc3)N3C(=O)N(c4cccc(F)c4)C(=O)[C@@]3(Cc3ccc(Cl)cc3)[C@H]2C(=O)N1C1CCCCC1 | -22 | 742
COc1ccc(OCC(=O)NCCNC(=O)c2cccnc2)cc1 | 1 | 794
O=C(O)Cn1c(=O)c2cccn2c2ccccc21 | 16 | 764
O=C(Nc1cccc(NC(=O)c2cncc(Br)c2)c1)c1cncc(Br)c1 | 21 | 796
COc1ccc(NC(=O)Cn2c(=O)oc3cc(S(=O)(=O)N4CCCC4)ccc32)c(OC)c1 | 8 | 803

(further entries)
SMILES | Hep lipid drop | Hep lipid drop cells 6.5 µM
COc1ccc(C(=O)CCC(=O)N2CCN(c3ccc([N+](=O)[O-])cc3)CC2)cc1 | -12 | 747
COc1ccc([C@@H]2[C@@H]3C(=O)N(C(C)(C)C)C(=O)[C@@H]3[C@]3(C)C(=O)N(c4cccc(F)c4)C(=O)N23)cc1 | 0 | 773
CCN(CCCNC(=O)c1cc2c(-c3cccc(OC)c3)nn(C)c2s1)Cc1ccccc1 | 12 | 759
COc1ccccc1CNC(=O)[C@H](C)NC(=O)[C@@H]1Cc2ccccc2CN1 | 18 | 658
CCCc1cc(C(=O)Nc2ccc(C(=O)c3ccc(C)cc3)cc2)n(C)n1 | -3 | 646
Cc1nc(CC(=O)Nc2nccs2)cs1 | 28 | 854
O=C(O)c1cc(NN=C2c3ccccc3-c3ccccc32)ccc1Cl | 16 | 790
COc1ccccc1C(=O)NNC(=O)CN1C(=O)c2ccccc2C1=O | 7 | 869

Compound profiles, as listed above:
Results for COc1ccc(C(=O)CCC(=O)N2CCN(c3ccc([N+](=O)[O-])cc3)CC2)cc1 → Hep lipid drop = -12; Hep lipid drop cells 6.5 µM = 747
Results for COc1ccc([C@@H]2[C@@H]3C(=O)N(C(C)(C)C)C(=O)[C@@H]3[C@]3(C)C(=O)N(c4cccc(F)c4)C(=O)N23)cc1 → Hep lipid drop = 0; Hep lipid drop cells 6.5 µM = 773
Results for CCCc1cc(C(=O)Nc2ccc(C(=O)c3ccc(C)cc3)cc2)n(C)n1 → Hep lipid drop = -3; Hep lipid drop cells 6.5 µM = 646

Next records follow:
SMILES | Hep lipid drop | Hep lipid drop cells 6.5 µM
CCOc1ccc(CCNC(=O)COC(=O)CCC(=O)c2cccs2)cc1OCC | 7 | 664
O=C(Nc1ccc(Br)cc1Br)C1CC(=O)N(Cc2ccccc2)C1 (stereo not given) | -4 | 698
CCn1c(C)nnc1SCC(=O)Nc1ccc(C(C)=O)cc1 | -4 | 814
Cc1onc(-c2ccccc2)c1C(=O)Nc1ccc(C(=O)N2CCCCC2)cc1 | -14 | 788
O=C(Cn1ncn2c(cc3ccccc32)c1=O)NCCCc1ccccc1 | -4 | 682
CCC(C(=O)Nc1cc(F)ccc1F)n1nc(C)c2c(C)n(-c3ccc(C)cc3)nc2c1=O (stereo not given) | 42 | 669
Cc1sc2nc(-c3cccs3)oc(=O)c2c1C | -4 | 405
Cc1ccc(CS(=O)Cc2ccc(C(=O)NCc3ccccc3Cl)o2)cc1 (stereo not given) | -48 | 694

Further structures follow.
structure	Hep lipid drop	Hep lipid drop cells 6.5 µM
O=S(=O)(Nc1ccc(F)cc1)c1cccc2nsnc12	-5	850
COc1ccc(N(CC(=O)Nc2ccccc2OC)S(=O)(=O)c2ccccc2)cc1Cl	-3	812
CC1(C)Cc2c(sc(NC(=O)C(=O)NCCCN3CCOCC3)c2C(N)=O)CO1	-4	679
Cc1cc(C)n(S(=O)(=O)c2ccc(Cl)cc2)n1	-16	809
Cc1nc(N2CCN(C(=O)c3ccco3)CC2)nc2c1C(=O)CC(C)C2 (stereo not given)	13	690
O=C(Cn1ccc2cc(S(=O)(=O)N3CCCC3)ccc21)NCc1ccccc1	-1	728
C=CCNC(=O)c1cccc(OC2CCN(CC(C)(C)C)CC2)c1	-5	738
O=C(CN1CCN(C(=O)C2CCCO2)CC1)Nc1c(Cl)cccc1Cl (stereo not given)	-10	707
Cc1ccc(C(=O)Nc2cccc(C(=O)NC3CCCCC3)c2)cc1	-6	634
CCCN(CCC)C(=O)c1ccc2c(c1)S(=O)(=O)c1ccccc1C2=O	-26	753
COCc1nn2c(N)c(-c3ccccc3)cnc2c1-c1ccccc1	3	803
CCCc1nnc(NC(=O)CCC(=O)NCc2ccccc2)s1	0	711
COCCN(C(=O)c1ccccc1F)c1nnc(-c2ccc(OC)cc2)s1	-1	824
CSc1ccccc1OCc1cc(C(=O)N(C)Cc2nonc2C)no1	-2	854
O=C(Nc1ccc(S(=O)(=O)N2CCCCC2)cc1)c1ccco1	6	837
Cc1cc(O)c(CN(C)C)c2c1C(=O)/C(=C/c1ccco1)O2	7	805
COc1ccccc1CN(Cc1cccnc1)S(=O)(=O)c1ccc(-n2cnnn2)c(OC)c1	-3	829
CN(CCO)c1ccc(-c2n[nH]c(=O)c3ccccc23)cc1[N+](=O)[O-]	0	842
COc1cc(C)ccc1OCc1cc(C(=O)N2CCC(c3ccc(F)cc3)C2)no1 (stereo not given)	-37	626
Cc1c(OC(C)C(=O)N[C@H](C(=O)O)c2ccccc2)ccc2c3c(c(=O)oc12)CCCC3 (stereo not given in full)	-2	848
O=C(CS(=O)(=O)c1cn(CC(=O)N2CCOCC2)c2ccccc12)NCc1ccc(F)cc1	13	812
Cc1ccc(C(=O)NC(=S)N2CCN(C)CC2)cc1Br	-7	803
COc1ccc(CCNC(=O)C2CCCN2C(=O)Nc2ccc(C)cc2)cc1OC (stereo not given)	-4	793
O=C(CN1CCN(C(=O)c2ccco2)CC1)Nc1ccccc1	23	703
O=C(NC(O)C(=O)c1ccccc1)c1ccccn1 (stereo not given)	-3	833

Further records follow.
structure	Hep lipid drop	Hep lipid drop cells 6.5 µM
O=C(Nc1ccnn1C1CCN(CCCc2ccccc2)CC1)c1cccc(F)c1	0	812
COc1cc(N)c(C(O)c2nccc3cc(OC)c(OC)cc23)cc1OC (stereo not given)	-7	775
O=C(Nc1cccnc1)Nc1cccc(F)c1	-7	826
CCc1nccn1CCC(=O)N1CCCC(N2CCN(c3ccccc3C)CC2)C1 (stereo not given)	4	855
Cc1c(OCC(=O)NCCCN2CCOCC2)ccc2c3c(c(=O)oc12)CCCC3	-8	779
CCCCNS(=O)(=O)c1cc(-c2nn(C)c(=O)c3ccccc23)ccc1C	-14	767
COc1cccc(CN2CCN(Cc3ccccc3C(F)(F)F)CC2)c1	-1	862
Cc1ccc(C(=O)NCCOc2ccc(Cl)cc2)cc1	-1	820
O=C(N/N=C/c1cc2c(cc1Br)OCO2)c1cc2ccccc2o1	2	713
Cc1ccc(CN2CCCN(Cc3ccc(F)cc3Cl)S2(=O)=O)cc1	-15	845
COc1cc2c(cc1OC)C(C)N(CC(=O)Nc1ccc(C)c(S(=O)(=O)N3CCOCC3)c1)CC2 (stereo not given)	-2	748
Cc1cccc(C)c1OCC(=O)Nc1ccc2c(c1)OCCO2	-2	678
Cc1c(OCC(=O)N2CCC(C(=O)O)CC2)ccc2c1oc(=O)c1ccccc12	-3	782
O=C(CCNC(=O)C1CCN(S(=O)(=O)c2ccc(F)cc2)CC1)NCc1ccncc1	-2	760
Cc1cccc(NC(=S)N2CCN(C(=O)c3ccco3)CC2)c1C	-8	749
COc1ccc(NC(=O)Cc2nnc(SCC(=O)Nc3ccccc3)n2C)cc1	13	790
O=C(Cc1c(Cl)cccc1Cl)Nc1ccncc1	42	718
COC(=O)c1ccccc1S(=O)(=O)NNC(=O)Nc1ccccc1	-8	834
N#Cc1c(-c2ccccc2)oc(=O)c2ccccc12	-3	797
COc1ccc(CC(=O)N/N=C(\C)CC(=O)Nc2ccc(N(C)C)cc2)cc1	9	751
COc1ccc(C(=O)Nc2ccnn2C2CCN(CC3CC=CCC3)CC2)cc1 (stereo not given)	14	692
C=CCn1c(SCC(=O)NC2CCCCC2)nnc1-c1ccccn1	20	721
Cn1c(CCN2CCN(c3ccccn3)CC2)nc2cc(NC(=O)COc3ccccc3)ccc21	-14	702
CSc1ccc(CN(C)C(=O)CNC(=O)c2sc3ccccc3c2Cl)cc1	-1	834
COC(=O)CCCC(=O)NC1CCCc2c1cnn2-c1ccc(F)cc1F (stereo not given)	0	792

(list continues)
structure	Hep lipid drop	Hep lipid drop cells 6.5 µM
CN1CCN(C(=O)CN(C2CCCCC2)S(=O)(=O)c2ccc(Br)cc2)CC1	4	864
Cc1cc(-c2ccc(S(=O)(=O)N3CCN(c4cccc(C(F)(F)F)c4)CC3)s2)on1	-23	732
O=S(=O)(NC1CCCCC1N1CCN(c2ccccc2F)CC1)c1ccc(Cl)cc1 (stereo not given)	-39	718
COc1ccccc1C(NC(=O)CC(C)C)c1c(O)ccc2ccccc12 (stereo not given)	-1	828
CC1CCCN(C(=O)C2CCN(c3ncnc4c3nc3n4CCCCC3)CC2)C1 (stereo not given)	0	691
COc1ccccc1OCC(=O)N/N=C/c1c(O)ccc2ccccc12	-15	623
Cc1ccnc(SC2CC(=O)N(c3ccc(Cl)cc3)C2=O)n1 (stereo not given)	7	855
O=C(CN1CCN(c2ccc(O)cc2)CC1)Nc1ccc(-c2ccccc2)cc1	19	729
Cc1ccc(COC(=O)c2cc([N+](=O)[O-])ccc2N2CCOCC2)cc1	-146	384
CCc1ccc(S(=O)(=O)Nc2cc3c(cc2C)n(C)c(=O)n3C)cc1	-33	675
CCOc1ccccc1C1C(C#N)=C(N)N(N(C)C)C2=C1C(=O)CCC2 (stereo not given)	-13	806
CCN(CC)CCCN(C)C(=O)Cn1nc(Cc2ccncc2)c2ccccc2c1=O	2	725
CCn1c(SCC(=O)NC2CCCC2)nnc1-c1ccoc1C	-26	724
Cc1ccc(NS(=O)(=O)c2ccc(Cl)c(C(=O)Nc3cccc(C(=O)O)c3)c2)cc1	-8	800
COCCNc1oc(/C=C/c2ccc(F)cc2)nc1S(=O)(=O)c1ccccc1	0	724
CCCc1ccc2oc(C(=O)NCCc3nc(C(=O)OCC)cs3)c(C)c2c1	-10	816
NCCC(=O)N1c2ccccc2Sc2ccc(Cl)cc21	-3	792
O=C(c1cc(COc2ccc(F)c(F)c2)on1)N1CCN(C2CCCCC2)C(=O)C1	-12	707
O=C(CCCCC(=O)NNC(=O)COc1ccccc1)NNC(=O)COc1ccccc1	-2	743
O=C(Nc1c(C(=O)N2CCC(N3CCCCC3)CC2)oc2ccccc12)c1ccc(F)cc1	-3	748
COc1cc(C(=O)Nc2nnc(C3=COCCO3)o2)cc(OC)c1OC	-7	817
Cc1cc(OCCn2cncn2)ccc1[N+](=O)[O-]	-4	782
O=C(CSc1oc(-c2ccccc2)nc1S(=O)(=O)c1ccccc1)NCC1CCCO1 (stereo not given)	-21	806
Cc1ccnc(NC(=O)CCC(=O)N(CC(=O)NCc2ccc(F)cc2)CC2CCCO2)c1 (stereo not given)	-10	823
O=C(CCc1c[nH]c2ccccc12)NCCOc1ccccc1	-6	844

Not all compounds are listed; count on the stated rates, not on these rows.
